Screening results from PubChem BioAssay.
H1N1 NS1A inhibition = NS1A inhibition, H1N1 influenza, cell based functional assay (AID 504329); NS1A functional cell-based assay, percent inhibition; higher % means a stronger effect; inhibition, % at 12.5 µM, or IC50 in µM where a hit was titrated; 340,000 compounds, 0.3% hits; in the data active = a potency from the dose series; inconclusive = inhibition above about 27% without an active follow-up result; note: strong numbers were not always called active
M. tuberculosis HTS = M. tuberculosis growth inhibition, HTS (AID 449762) | inhibition, % at 25 µM, or IC50 in µM where a hit was titrated | 330,000 compounds, 0.59% hits | M. tuberculosis H37Rv growth inhibition, 7H9 media; higher % means a stronger effect; in the data active = a potency from the dose series; inconclusive = inhibition above about 70% without an active follow-up result;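 note: bacterial growth assessed after seven days of incubation; strong numbers were not always called active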
tuberculosis growth = growth inhibition of non-replicating M. tuberculosis (AID 488890); 320,000 compounds, 0.39% hits; inhibition, % at 25 µM, or IC50 in µM where a hit was titrated; Mycobacterium tuberculosis non-replicating, growth inhibition; higher % means a stronger effect; in the data active = a potency from the dose series; inconclusive = inhibition mostly from about 82% at the one dose, without a potency; inactive = the rest, 99 in 100 with inhibition below about 76%;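 note: plate controls were DMSO cells for no effect and high antibiotic wells for full effect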
inhibitors of VEEV = inhibitors of VEEV TC-83 cytopathic effect, confirmation, Vero cells (AID 588727); Vero cells, VEEV TC-83 cytopathic effect inhibition; higher % means a stronger effect; inhibition, % at 20 µM, or IC50 in µM where a hit was titrated; 350,000 compounds, 0.13% hits; in the data active = a potency from the dose series; inconclusive = inhibition mostly from about 14% at the one dose, without a potency; inactive = the rest, 99 in 100 with inhibition below about 12%; note: strong numbers were not always called active
PhoP GFP inhibition = Inhibition of PhoP regulon, Salmonella typhi GFP reporter cells, confirmation, 4 h (AID 1850). Salmonella Typhi PhoP-promoter GFP reporter, fluorescence, 4 h; higher % means a stronger effect. one-dose inhibition, % at 50 µM; IC50 in µM for titrated hits. 310,000 compounds, 0.33% hits; in the data active = a potency from the dose series; inconclusive = inhibition mostly from about 25% at the one dose, without a potency; inactive = the rest, 99 in 100 with inhibition below about 19%;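 note: 0% = induced wells with vehicle and 100% = uninduced wells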
Starred values were filed as active, the others as inactive; i = inactive; ? = inconclusive; · = not tested or not shown. Rows are unselected. About 1.5% of those tested had a hit in this group.

compound	H1N1 NS1A inhibition	M. tuberculosis HTS	tuberculosis growth	inhibitors of VEEV	PhoP GFP inhibition
CCCCn1c(N)c(N(CC(C)C)C(=O)C2CCN(S(=O)(=O)c3ccc(C)cc3C)CC2)c(=O)[nH]c1=O	1.9%	1.5%	8.3%	5.6%	0.6%
COc1cccc(CNC(=O)COC(=O)CN2C(=O)NC3(CCCCC3C)C2=O)c1 (stereo unspecified)	-7.2%	-5.4%	-9.6%	i	·
CCCCNC(=O)c1nn2cc(Br)cnc2c1Br	·	8.3%	43.1%	·	4.6%
Cc1cc(OC(=O)CCCNC(=O)OC(C)(C)C)c2c3c(c(=O)oc2c1)CCC3	-6.2%	-11.3%	-0.7%	i	5.6%
COc1ccc(CCNC(=O)CNS(=O)(=O)c2ccc(F)c(Cl)c2)cc1OC	-23.7%	1.6%	28.2%	i	-3.3%
CCC(=O)NC(c1cccc([N+](=O)[O-])c1)c1c(OC(C)=O)ccc2ccccc12 (stereo unspecified)	-13.3%	1.8%	34.6%	6.7%	-1.5%
Cc1nn(Cc2ccc(Cl)cc2)c(Cl)c1/C=N/NC(=O)c1cccnc1	0.7%	1.2%	28.6%	2.5%	-3.9%
COc1ccc(CNC(=O)COC(=O)c2ccc(F)c(S(=O)(=O)N3CCOCC3)c2)cc1	-5.8%	-10.5%	12.3%	0.6%	·
CCOC(=O)CSc1n[nH]c(NS(=O)(=O)c2ccccc2C(F)(F)F)n1	-0.6%	8.8%	21.6%	i	5.2%
O=C(CC1C(=O)NCCN1Cc1ccccc1F)NC1CCCCCC1 (stereo unspecified)	2.2%	3.7%	16.4%	0.2%	-3.9%
Cc1c(-c2ccccc2)sc(N)c1C(=O)N1CCOCC1	19.7%	-13.9%	-1.1%	0.8%	6.1%
O=C(O)c1ccc2c(c1)N(Cc1ccc(F)cc1)C(=O)c1ccccc1S2	-6.6%	1.1%	13.1%	1.0%	2.6%
N#C/C(=C\c1ccc(F)cc1)c1nc(-c2ccco2)cs1	-8.7%	-6.4%	-7.7%	0.6%	-4.7%
CCN(CC)S(=O)(=O)c1ccc2oc(C(=O)NC3CC3)c(C)c2c1	-4.4%	6.7%	6.3%	4.0%	-2.3%
Cn1nc(-c2ccc(OCC(N)=O)cc2)c2ccccc2c1=O	-2.6%	-19.8%	·	0.4%	16.5%
CCCCC(CC)Cn1c(N)c(C#N)c2nc3ccccc3nc21 (stereo unspecified)	-21.5%	-2.9%	11.0%	4.8%	-9.5%
CC1CCC/C(=C(\C#N)c2nc(-c3cc4ccccc4oc3=O)cs2)C1 (stereo unspecified)	-3.3%	10.1%	31.3%	4.5%	-6.9%
CCOC(=O)N1CCC(Nc2ncnc3c2cnn3-c2ccc(C)cc2C)CC1	0.9%	-9.2%	30.6%	9.7%	-12.6%
COc1ccc(N2C(=NC(=O)CCCc3ccccc3)SC3CS(=O)(=O)CC32)cc1 (stereo unspecified)	-3.4%	7.1%	-20.7%	i	-7.9%
CC(=O)NCCCc1nc2ccccc2n1Cc1c(F)cccc1Cl	-5.0%	7.9%	1.5%	i	3.8%
Cc1ccc(C(=O)Oc2ccc(/C=C3\C(=N)N4N=C(N5CCOCC5)SC4=NC3=O)cc2)cc1	5.8%	-1.8%	-18.4%	4.7%	-8.1%
Nc1c(Br)cc([N+](=O)[O-])cc1[N+](=O)[O-]	-1.6%	-2.8%	-1.0%	0.0%	·
COc1ccc(C(=O)C2CCCN(S(=O)(=O)c3ccccc3F)C2)c(C)c1 (stereo unspecified)	-1.1%	8.0%	23.7%	5.0%	-9.5%
CC(C)(C)c1cnnn1-c1ccc([N+](=O)[O-])cc1	-9.4%	0.1%	11.7%	i	4.6%
COc1ccc2c(c1)O/C(=C\c1ccccc1O)C2=O	·	59.6%	20.1%	9.4%	-5.1%
O=P(CN1CCN(c2ccccc2)CC1)(N1CCCCC1)N1CCCCC1	7.4%	-5.7%	0.9%	i	17.5%
Cc1cccc(C(=O)NCCc2n[nH]c(=S)n2C)c1	24.6%	-4.1%	1.6%	i	-8.8%
N#C/C(=C\c1ccccc1)C(=O)N1CCC(C(N)=O)CC1	-8.6%	3.7%	-8.4%	1.9%	13.1%
CC(CCc1ccc(O)cc1)NC(c1ccccc1)c1ccc(Cl)cc1 (stereo unspecified)	-22.1%	12.1%	16.7%	0.2%	0.7%
Cc1ccc(NS(=O)(=O)c2ccccc2Cl)c2c1CC(C)(C)O2	2.0%	-7.2%	39.3%	i	4.0%

4 of the compounds above, with values under each structure:
Each structure is followed by: H1N1 NS1A inhibition, M. tuberculosis HTS, tuberculosis growth, inhibitors of VEEV, PhoP GFP inhibition
> Cc1c(-c2ccccc2)sc(N)c1C(=O)N1CCOCC1
    19.7%, -13.9%, -1.1%, 0.8%, 6.1%
> O=C(O)c1ccc2c(c1)N(Cc1ccc(F)cc1)C(=O)c1ccccc1S2
    -6.6%, 1.1%, 13.1%, 1.0%, 2.6%
> N#C/C(=C\c1ccc(F)cc1)c1nc(-c2ccco2)cs1
    -8.7%, -6.4%, -7.7%, 0.6%, -4.7%
> CCN(CC)S(=O)(=O)c1ccc2oc(C(=O)NC3CC3)c(C)c2c1
    -4.4%, 6.7%, 6.3%, 4.0%, -2.3%

Next section
compound	H1N1 NS1A inhibition	M. tuberculosis HTS	tuberculosis growth	inhibitors of VEEV	PhoP GFP inhibition
O=C(CC1SC(=Nc2ccccc2)N(Cc2ccccn2)C1=O)Nc1ccc(Br)cc1 (stereo unspecified)	-5.6%	?	28.3%	i	2.4%
CCOC(=O)c1c(C)n(-c2ccc(OC)cc2)c2ccc(O)c(CN(C)C)c12	8.3%	63.4%	77.2%	3.2%	3.0%
CCOc1ccc(CCNC(=O)COC(=O)c2ccco2)cc1OCC	-1.0%	-10.1%	4.6%	0.4%	0.9%
Cc1cccc(OCC(=O)NC(C)C(=O)N/N=C/c2c(OCc3ccccc3)ccc3ccccc23)c1 (stereo unspecified)	1.2%	0.7%	7.0%	4.5%	-2.9%
Cc1ccc(N/N=C(\C#N)C(=O)c2ccsc2)cc1	1.4%	-7.3%	68.3%	1.5%	-3.5%
COc1ccc(-c2nnc(SCC(=O)Nc3ccc(Cl)cc3)n2C)cc1	-4.8%	4.4%	15.3%	0.8%	8.7%
CCCCc1c(C)c(C#N)c2[nH]c3ccccc3n2c1=O	3.0%	?	-17.1%	5.6%	-9.0%
Cc1ccc(C(=O)CC(=O)c2ccccc2)cc1	15.6%	61.8%	?	2.6%	2.2%
COCCNC(=O)Cn1nc(C(F)(F)F)c(Cl)c1C	-10.8%	-2.6%	1.9%	i	-1.2%
Cc1nnc2n(c1=O)C(CS(=O)(=O)c1ccc3ccccc3c1)CS2 (stereo unspecified)	-15.9%	-0.3%	11.4%	0.1%	-3.4%
CC1CCC2(CC1)NC(=O)N(NC(=O)CSc1nnc(NC3CC3)s1)C2=O (stereo unspecified)	-9.3%	9.1%	5.1%	1.4%	·
O=C(CCN1CCC2CCC(C2)C1)c1ccccc1 (stereo unspecified)	-1.3%	·	·	4.2%	·
CCOC(=O)C1=C(C)NC(=O)C(C#N)C1c1ccncc1 (stereo unspecified)	-4.4%	-9.8%	-12.2%	0.6%	-7.3%
O=C(c1cc2sccc2n1Cc1ccc(F)cc1)N1CCN(c2nc3ccccc3s2)CC1	3.3%	18.2%	22.8%	i	6.7%
CCOc1ccc(NC(=O)C(C)C(Cc2ccc(C)cc2)C(=O)O)cc1 (stereo unspecified)	0.2%	4.9%	8.6%	0.9%	5.0%
CC1(c2nnc(Cc3ccccc3)o2)CC(c2cccc(F)c2)=NO1 (stereo unspecified)	-3.1%	-6.6%	28.7%	0.8%	3.5%
Cc1ccc(C(=O)N/C(=C/c2cccnc2)C(=O)O)cc1	-1.6%	1.2%	-0.7%	i	9.2%
COC(=O)c1ccccc1N1C(=O)C2C(C1=O)C1C=CC2C12CC2 (stereo unspecified)	7.8%	4.7%	-1.1%	2.2%	4.1%
NS(=O)(=O)c1ccc(N=Nc2c(O)[nH]c3ccc(Br)cc23)cc1	6.6%	3.2%	-2.3%	3.7%	9.5%
CN(CC(=O)Nc1c(Cl)cccc1Cl)C(=O)c1ccc(-n2cncn2)c([N+](=O)[O-])c1	-5.0%	4.4%	-5.4%	1.0%	7.4%
CN(C)S(=O)(=O)c1cccc(NC(=O)c2cccc(S(=O)(=O)N3CCCCCC3)c2)c1	5.7%	·	·	8.4%	·
CCc1nc(C(N)=O)c2[nH]c(=O)n(-c3ccc(OC)cc3OC)c2n1	9.7%	-4.7%	-31.3%	0.6%	-0.4%
CC(C)CC(C(=O)OCC(=O)c1c(N)n(C)c(=O)n(C)c1=O)N1C(=O)C2CC=CCC2C1=O (stereo unspecified)	-3.6%	-1.1%	4.3%	1.1%	-14.1%
O=C(c1cc2cc(F)ccc2[nH]1)N1CCc2ccccc21	-0.5%	10.6%	5.7%	i	8.2%
Cc1cccc(CCNC(=O)CCS(=O)(=O)c2ccc3nc(C)sc3c2)c1	1.2%	-8.0%	4.4%	0.3%	-0.3%
O=C(CSc1nnc(-c2cccs2)n1-c1cccc(Cl)c1)c1cccc2c1OCCO2	7.2%	-2.6%	-8.6%	1.3%	-6.0%
CC(OC(=O)C1=Cc2ccccc2OC1)C(=O)NCc1ccco1 (stereo unspecified)	11.3%	-1.2%	8.6%	3.4%	-5.5%
O=C(O)C1C2C=CC(C2)C1C(=O)NCCc1ccccc1 (stereo unspecified)	-16.2%	-3.2%	14.2%	1.7%	-4.3%
CC1CCN(c2c([N+](=O)[O-])c(=O)oc3ccccc23)CC1	-1.7%	1.8%	-5.3%	i	-6.3%
Cc1ccccc1S(=O)(=O)Cc1ccc(C(=O)NCCCOC(C)C)o1	4.7%	2.7%	-1.7%	0.5%	6.6%

Reprinted from the part before: 2 entries; new compounds follow.
compound	H1N1 NS1A inhibition	M. tuberculosis HTS	tuberculosis growth	inhibitors of VEEV	PhoP GFP inhibition
CC1CCN(c2c([N+](=O)[O-])c(=O)oc3ccccc23)CC1	-1.7%	1.8%	-5.3%	i	-6.3%
Cc1ccccc1S(=O)(=O)Cc1ccc(C(=O)NCCCOC(C)C)o1	4.7%	2.7%	-1.7%	0.5%	6.6%
COc1ccc(-n2c(=S)[nH]c3cc(C(=O)NCCCN4CCOCC4)ccc3c2=O)cc1OC	3.4%	-1.2%	-1.7%	i	7.1%
CC1CCCCN1C(=O)c1cc(-c2ccc3c(c2)OCO3)on1 (stereo unspecified)	-2.6%	4.8%	31.4%	i	19.2%
O=C(c1ccc(NS(=O)(=O)c2ccc3c(c2)OCCO3)cc1)N1CCCCC1	5.2%	-5.8%	5.1%	1.1%	3.6%
O=C(NC1CCCCC1)C(c1ccco1)N(Cc1cccnc1)C(=O)C1COc2ccccc2O1 (stereo unspecified)	4.7%	6.7%	32.6%	0.3%	-1.1%
Cc1cc(Cl)c2oc(C(=O)N3CCN(C4CCS(=O)(=O)C4)CC3)c(C)c2c1 (stereo unspecified)	5.6%	4.8%	10.3%	1.1%	1.6%
COc1cc2c(cc1NC(=O)COC(=O)Cn1cnc3ccccc31)oc1ccccc12	4.5%	·	·	0.9%	·
CN(CC(=O)Nc1cccc(F)c1)C(=O)CN1C(=O)C2CC=CCC2C1=O (stereo unspecified)	-14.3%	2.6%	-1.8%	0.9%	7.8%
CC(=O)Nc1ccc2nc(SCC(=O)Nc3ccc(N4CCOCC4)c(Cl)c3)sc2c1	4.9%	-4.4%	25.4%	1.6%	-2.0%
Cc1c(CCO)c(=O)n(-c2ccccc2)n1S(=O)(=O)c1ccc(Cl)cc1	7.8%	0.3%	13.4%	0.8%	1.0%
CC(C)(C)OC(=O)CNC(=O)c1nc[nH]c1C(=O)N1CCN(C(=O)OC(C)(C)C)CC1	-0.8%	-5.4%	-18.6%	0.3%	-26.9%
CC(C)NCC(O)c1ccc(C2CCCC2)cc1 (stereo unspecified)	-6.3%	7.0%	21.7%	i	16.8%
